Assay outcomes as filed in PubChem BioAssay.
GalR3 antagonist – antagonists of human GalR3; O60755; HEK293 GalR3-CNG cAMP membrane potential fluorescence; galR3 body fused to GalR1 C-terminus; inhibition, % at 3 µM; actives 0.44% (n = 360,000);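 active = inhibition above the screen-wide average plus 3 SD, cut at about 13% in these data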;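 also: forskolin and galanin both at EC90 stimulate the cells; cAMP rise reported by CNG channel membrane potential dye signal; 0% = forskolin plus galanin with DMSO and 100% = forskolin alone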
Target sequence (O60755 1-299 limits assumed): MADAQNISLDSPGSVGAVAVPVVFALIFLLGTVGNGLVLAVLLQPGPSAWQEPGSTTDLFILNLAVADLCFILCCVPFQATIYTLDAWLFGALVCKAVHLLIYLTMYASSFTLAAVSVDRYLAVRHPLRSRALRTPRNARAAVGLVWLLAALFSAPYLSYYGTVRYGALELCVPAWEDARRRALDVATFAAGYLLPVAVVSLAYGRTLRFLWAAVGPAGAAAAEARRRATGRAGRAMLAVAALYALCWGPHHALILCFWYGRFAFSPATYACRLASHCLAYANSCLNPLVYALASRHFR
* = called active by the depositor. The list is partial (hit frequency here may not be typical).

cpd	canonical_smiles	GalR3 antagonist
1	CN1CCC(C)(C(=O)Nc2cccc3c2CCCC3)C1 (stereo not drawn)	-4
2	COc1ccc(CCC(=O)Nc2ccc(S(=O)(=O)N3CCOCC3)cc2)cc1OC	-2
3	COc1ccccc1N(CC(=O)NC1CCCC1)S(=O)(=O)c1cccc(C(F)(F)F)c1	-5
4	COc1ccc(CN2C(=O)CSCC2(C)C(=O)NCc2ccccc2)cc1OC (stereo not drawn)	-3
5	COc1ccccc1-c1cc2nc(-c3ccccc3)cc(N3CCN(C(=O)c4ccco4)CC3)n2n1	-6
6	C=C1[C@H](C)CN(S(=O)C(C)(C)C)[C@H]1CCO (stereo partly drawn)	-8
7	OC(c1ccc(F)c(F)c1)c1nc(-c2ccc(F)c(Cl)c2)cs1 (stereo not drawn)	-5
8	O=c1c2ccccc2c2ccccc2c(=O)n1Cc1ccc2c(c1)OCO2	-5

Overlap with the part before: 2 compounds, then new ones.
cpd	canonical_smiles	GalR3 antagonist
7	OC(c1ccc(F)c(F)c1)c1nc(-c2ccc(F)c(Cl)c2)cs1 (stereo not drawn)	-5
8	O=c1c2ccccc2c2ccccc2c(=O)n1Cc1ccc2c(c1)OCO2	-5
9	CCN1C(=O)[C@H]2[C@H]3CN=C(SC)N3[C@@](C)(C(=O)OC)[C@H]2C1=O	-3
10	CCCCn1c(N)c(N(CCOC)C(=O)COC(=O)c2ccccc2NCCO)c(=O)[nH]c1=O	-5
11	CCCNC(=O)C1(C)CCN(C(=O)c2cccc(C(F)(F)F)c2)C1 (stereo not drawn)	-3
12	CCCS(=O)(=O)NC(=O)C1(C)CCCN(C(=O)c2cc(F)ccc2C)C1 (stereo not drawn)	-5
13	CN1CCN(c2cc(-c3ccc4ccccc4c3)nc3ccnn23)CC1	-8
14	C[C@@H]1CN(C(=O)OC(C)(C)C)CCN1c1ccc(N2CC[C@@H](O)C2)c(C#N)c1	0
15	Cc1cccc(NC(=O)CN(C)S(=O)(=O)c2cnc[nH]2)c1C	-8
16	Cc1cccc(CN2CCN(C3CN(Cc4cn(Cc5cc(C)cc(C)c5)nn4)S(=O)(=O)C3)CC2)c1 (stereo not drawn)	-4

(next part)
cpd	canonical_smiles	GalR3 antagonist
17	COc1ccc(C(=O)N/C(=C\c2ccc(Cl)cc2)C(=O)NCc2ccncc2)cc1	-6
18	COc1ccc(CC(N)c2csc(NC(=O)c3cc(C(C)(C)C)nn3Cc3ccccc3)n2)cc1 (stereo not drawn)	-6
19	C[C@H](CO)N1C[C@H](C)[C@@H](CN(C)C(=O)c2cccc(F)c2)Oc2cc(-c3cncnc3)ccc2S1(=O)=O	-5
20	Cc1ccc(NC(=O)CCc2ccccc2)cc1C	-9
21	C#CCOCCOCCOCCNc1nc(N2CCN(C(=O)Cn3cc(CC(C)O)nn3)CC2)nc(N2CCN(C(=O)[C@H](C)n3cc(CCC(=O)O)nn3)CC2)n1 (stereo partly drawn)	-7
22	O=C(c1ccco1)N1CCN(c2ncnc3scc(-c4ccc(Cl)cc4)c23)CC1	-9
23	NC(c1csc(Nc2ccc(C(=O)NCCCO)cn2)n1)C1CCCCC1 (stereo not drawn)	-4
24	C[C@@H]1CN([C@H](C)CO)C(=O)CCCn2nncc2CO[C@H]1CN(C)C(=O)Nc1cccc2ccccc12	-5

More results follow.
cpd	canonical_smiles	GalR3 antagonist
25	CCN(C(=O)CSc1nnc(-c2ccccc2Cl)n1N)c1c(N)n(Cc2ccccc2)c(=O)[nH]c1=O	-6
26	COC(=O)C(CC(C)C)N(Cc1cc(OC)cc(OC)c1)S(=O)(=O)c1ccccc1Br (stereo not drawn)	-7
27	OC(c1ccc(-c2ccccc2)cc1)c1ncc(-c2ccccc2)[nH]1 (stereo not drawn)	-6
28	Cc1ccc(S(=O)(=O)N2CC3C(=O)C[C@@H](c4ccccc4)N(S(=O)(=O)c4ccccc4Cl)C3CC2c2ccccc2)cc1 (stereo partly drawn)	-5
29	CCCCCCCCCCCCCCCC(O)C[N+](C)(C)CCO (stereo not drawn)	-5
30	O=C(Nc1cccc(C(F)(F)F)c1)c1ccc2sc([C@@H]3O[C@H](CO)[C@H](O)[C@H](O)[C@H]3O)nc2c1	-6
31	O=C(c1ccc[nH]1)N1O[C@@H]2C=C[C@H]1C2	-7
32	Cc1ccc(N2CCN(C(=O)c3[nH]c(C(F)(F)F)nc3-c3ccccc3)CC2)cc1	-4

Continuation.
cpd	canonical_smiles	GalR3 antagonist
33	COc1cccc(CNC(=O)[C@H]2CCCN2C(=O)[C@H]2CCCN2C(=O)OC(C)(C)C)c1	3
34	O=C1c2ccccc2C(=O)C1C(=O)C1CC1	-6
35	COc1ccc2cc(C#CC3=CC(=O)C[C@H](c4ccc(F)cc4)C3)ccc2c1	-5
36	CCCCCCCCN1C(=O)[C@@H](CC(=O)N2CCCCC2)C[C@@]2(C(=O)OC)C1=C[C@H](C(C)(C)C)O[C@@H]2C	-5
37	O=C(Nc1ccccc1)c1cc(C2CCCCN2C(=O)c2ccccc2)on1 (stereo not drawn)	0
38	O=C(c1ccccc1)N(c1ccccc1)c1nccc2ccccc12	-8
39	O=C(NCc1ccncc1)C(=O)NCC1OCCN1S(=O)(=O)c1ccccc1 (stereo not drawn)	-7
40	COCCN(CCOC)Cc1cc(=O)oc2ccccc12	-5

Next section
cpd	canonical_smiles	GalR3 antagonist
41	O=C(CC1SC(N2CCCC2)=NC1=O)Nc1ccc(C(=O)NCc2ccc(F)cc2)cc1 (stereo not drawn)	0
42	Cc1ccccc1-c1nc(NC(C)C)nc2cc(-c3ccccc3)sc12	-1
43	COc1ccc2oc(C(=O)OCC(=O)NC3CCS(=O)(=O)C3)c(C)c2c1 (stereo not drawn)	-6
44	CC(Sc1ccc(S(=O)(=O)N2CCN(C)CC2)cn1)C(=O)NC1CCCC(C)C1C (stereo not drawn)	-8
45	CCc1c(-c2cccc(Br)c2)ncn1Cc1cccc(-c2ccccc2)c1	-8
46	CCOc1cc(N2CCC(O)CC2)ccc1Nc1ncc2c(n1)N(C)c1ccccc1C(=O)N2C	-4
47	CCOC(=O)C1(C)CCCCN1C(=O)c1ccc(F)c(C)c1 (stereo not drawn)	0
48	CCOC(=O)CCCCCCCCC(=O)Nc1ccc(-n2[nH]c(=O)cc2C)cc1	-4

Remaining list, next part:
cpd	canonical_smiles	GalR3 antagonist
49	CC1(C(=O)NS(=O)(=O)Cc2ccccc2)CCN1C(=O)C1(c2ccc(Cl)cc2)CCC1 (stereo not drawn)	-4
50	CCCCCCCCN1C(=O)[C@@H](CC(=O)N2CCC(c3ccccc3)CC2)C[C@@]2(C(=O)OC)C1=C[C@H](C(C)(C)C)O[C@@H]2C	0
51	COc1cc(NC(=O)Cn2cnc3c(NCc4ccccc4)ncnc32)cc(OC)c1OC	0
52	C=CCN1CC(COCc2ccccc2)OCCS1(=O)=O (stereo not drawn)	-3
53	CC(=O)NCCNC(=O)C1(C)Cc2c(-c3cccc(C(F)(F)F)c3)ccnc2O1 (stereo not drawn)	-5
54	Cc1noc(C)c1NC(=O)N(C)C[C@@H]1OCc2cn(nn2)CCCC(=O)N([C@H](C)CO)C[C@H]1C	-6
55	Cc1ccc(N2CC(C(=O)N3CCN(c4ccccn4)CC3)CC2=O)cc1 (stereo not drawn)	-4
56	O=C(NC1CC1)c1ccc2nc([C@@H]3O[C@H](CO)[C@H](O)[C@H](O)[C@H]3O)[nH]c2c1	-8

(next part)
cpd	canonical_smiles	GalR3 antagonist
57	O=C(O)C(=Cc1cccc([N+](=O)[O-])c1)c1ccccc1	-5
58	CN(N=Cc1ccccc1O)C(=O)c1ccccc1N	-9
59	COCc1[nH]nc2c1C(c1cccc(C(F)(F)F)c1)N(c1ccccc1)C2=O (stereo not drawn)	-7
60	Cc1ccnc(NC(=O)CN2C(=O)NC(C)(c3ccc4ccccc4c3)C2=O)c1 (stereo not drawn)	1
61	COc1cccc(NC(=O)c2cccc(NC(=O)c3ccco3)c2)c1	-4
62	Cc1ccc2nc(COC(=O)CNC(=O)c3ccccc3)cn2c1	-3
63	COCC(=O)N(C)C[C@H]1Oc2ncc(C#C[C@H](C)O)cc2C(=O)N([C@@H](C)CO)C[C@H]1C	-1
64	Cc1cccc(N=[N+]([O-])c2cccc(C)n2)n1	-6

Shown with the structure last: six of the compounds above.
item	GalR3 antagonist	Structure
60	1	Cc1ccnc(NC(=O)CN2C(=O)NC(C)(c3ccc4ccccc4c3)C2=O)c1 (stereo not drawn)
63	-1	COCC(=O)N(C)C[C@H]1Oc2ncc(C#C[C@H](C)O)cc2C(=O)N([C@@H](C)CO)C[C@H]1C
64	-6	Cc1cccc(N=[N+]([O-])c2cccc(C)n2)n1
57	-5	O=C(O)C(=Cc1cccc([N+](=O)[O-])c1)c1ccccc1
59	-7	COCc1[nH]nc2c1C(c1cccc(C(F)(F)F)c1)N(c1ccccc1)C2=O (stereo not drawn)
62	-3	Cc1ccc2nc(COC(=O)CNC(=O)c3ccccc3)cn2c1

(more compounds)
cpd	canonical_smiles	GalR3 antagonist
65	CCOC(=O)C1=CCN(S(=O)(=O)c2cccc(Cl)c2)C1c1cccc(Br)c1 (stereo not drawn)	0
66	C=CCNc1n[nH]c(=S)s1	-7
67	CCOC(=O)C1=C(COC(=O)COc2ccccc2C(C)C)NC(=O)NC1C (stereo not drawn)	-5
68	COC(=O)[C@]12C[C@H](CC(=O)NCC34CC5CC(CC(C5)C3)C4)C(=O)N(Cc3ccccc3)C1=C[C@H](C1CCCC1)O[C@@H]2C	-5
69	COc1cc(CN2CCC(C(=O)NC(c3ccc(F)cc3)c3ccc4ccccc4n3)CC2)cc(OC)c1 (stereo not drawn)	-4
70	O=C1c2cccc3cccc(c23)C(=O)N1Cc1ccccn1	-2
71	COc1cc2c(cc1OC)C(Cc1cc(OC)c(OC)cc1[N+](=O)[O-])=NCC2	-6
72	COc1ccccc1-c1ncn(Cc2cccc(-c3ccccc3)c2)c1-c1cc(C)cc(C)c1	-9

Later entries
cpd	canonical_smiles	GalR3 antagonist
73	O=C(NCc1ccccc1)c1cc(C2CCCCN2C(=O)OCCF)on1 (stereo not drawn)	-6
74	c1ccc2scnc2c1	-2
75	Cc1ccccc1-c1cc2nc(NCc3ccncc3)n(C)c(=O)c2s1	-1
76	COCCNC(=O)C1(C)CCCN(Cc2cc(-c3ccccc3)nn2C)C1 (stereo not drawn)	-6
77	COc1ccc(NS(=O)(=O)c2cccc(C(=O)N3CCN(C/C=C/c4ccccc4)CC3)c2)cc1	-3
78	COc1cc(OC)c2c(c1)OC(=O)CC2c1ccc2c(c1)OCO2 (stereo not drawn)	-7
79	COc1cccc(C(C)(O)c2nc(-c3csc4ccccc34)cs2)c1 (stereo not drawn)	-8
80	COc1cccc(-c2cc3nc(-c4ccccc4)cc(N4CCN(C(=O)c5ccoc5)CC4)n3n2)c1	-7

Next section:
cpd	canonical_smiles	GalR3 antagonist
81	Cc1cc(-c2cc(NC(=O)Cc3c[nH]c4ccccc34)ccc2Nc2cccnc2)ccc1F	-7
82	O=C(CN1CCN(CC(=O)c2ccccc2)CC1)c1ccccc1	-3
83	CS(=O)(=O)/C(C#N)=C/c1cccn1S(=O)(=O)c1cccc2ccccc12	-6
84	CCc1nc2ccc(C(=O)N(C)CCCN(C)C)cn2c1N(C)C(=O)C1CCCCC1	-6
85	CCN(C(=O)COC(=O)CCCOc1ccc(Cl)cc1C)c1c(N)n(Cc2ccccc2)c(=O)[nH]c1=O	-4
86	C=C1C(=O)OC2C1CCC(C)C1C=CC(=O)C12C (stereo not drawn)	-2
87	CC1CCCC(NC(=O)COC(=O)C2=COCCO2)C1C (stereo not drawn)	-3
88	O=C(CC[C@H]1O[C@@H](n2ccc(=O)[nH]c2=O)[C@H](O)[C@@H]1O)N[C@H](Cc1ccccc1)C(=O)NCc1ccco1	-5

Next part:
cpd	canonical_smiles	GalR3 antagonist
89	CCOc1ccc(NC(=O)c2ccccc2NC(=O)CN2CCCCCC2)cc1	-2
90	Cc1cc(C([O-])=C(C(=S)Nc2ccc(F)cc2)[n+]2ccccc2)c(C)n1-c1ccc(F)cc1	-6
91	O=C(O)C1CCCN1C(=O)c1cccc(Cl)c1 (stereo not drawn)	-10
92	C[C@H](CO)N1C[C@H](C)[C@@H](CN(C)C(=O)CC2CC2)Oc2cc(Br)ccc2S1(=O)=O	1
93	CC1(Cc2ccc(OC(F)(F)F)cc2)C(=O)Nc2ccc(S(=O)(=O)NC3CCCCC3)cc21 (stereo not drawn)	-3
94	O=C(NCc1ccncc1)Nc1ccc(Cc2ccc(NC(=O)NCc3ccncc3)cc2)cc1	-1
95	Cc1ccc(-c2nc3c(Br)cc(C)cn3c2Cc2cccc(Cl)c2)cc1	-8
96	CC1=C(C(=O)N(C)C)CC(CC(=O)NCc2cccc3ccccc23)C(=O)N1Cc1ccc(C(C)(C)C)cc1 (stereo not drawn)	-7

As entered above.
compound 94 in GalR3 antagonist reads -1
compound 90 in GalR3 antagonist reads -6

(continued)
cpd	canonical_smiles	GalR3 antagonist
97	Clc1cccc(Cc2c(-c3ccccc3)nc3ccc(Br)cn23)c1	-7
98	O=S1(=O)CC(N2CCN(c3ncccn3)CC2)CN1Cc1ccc(F)cc1 (stereo not drawn)	1
99	O=C(Nc1ccc2c(c1)OCCO2)C(c1cc2ccccc2o1)N1CCN(c2ccc(F)cc2)CC1 (stereo not drawn)	-7
100	Cc1ccc(S(=O)(=O)NCN2C(=O)c3ccccc3C2=O)cc1	-4
101	Cn1ccc2c(-c3cccc4ccccc34)cc3c(c21)C1CCC3C1 (stereo not drawn)	-7
102	CC(C)CN(C(=O)COc1ccccc1C(=O)NCc1ccccc1)C1CCS(=O)(=O)C1 (stereo not drawn)	-7
103	Nc1ccn([C@@H]2O[C@H](C(=O)N[C@H](Cc3ccccc3)C(=O)Nc3ccc4scnc4c3)[C@@H](O)[C@H]2O)c(=O)n1	-6
104	O=c1c(-c2ccccc2)nc2ccccc2n1C(CCc1ccccc1)c1nc2ccccc2[nH]1 (stereo not drawn)	-7

Continuation.
cpd	canonical_smiles	GalR3 antagonist
105	COc1ccc(C=CC(C)=NNC(=O)c2ccncc2)cc1	-4
106	CCOc1ccc(OCCNC(=O)c2cc(C3CC3)nc3c2cnn3C(C)C)cc1	-7
107	O=C(NC(c1ccc(Cl)cc1)c1cnccn1)C1CCN(CCCOc2ccccc2)CC1 (stereo not drawn)	-4
108	FC(F)(F)c1cc(Cl)c2nc(-c3ccccc3)c(Cc3cccc(Cl)c3)n2c1	-4
109	O=C(c1cc(COc2cccc3cccnc23)on1)N1CCC[C@H]1CO	-5
